HSF1 activator – increases HSF-1 driven luciferase reporter signal; NIH3T3-HGL HSF-1 luciferase reporter, MG132, 8 h; 100% = twice DMSO control signal; activation, % at 9 µM; actives 1.7% (n = 300,000); AID 504408;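 active means mean replicate activation of at least 50% with a set share of replicates each reaching 50%; inconclusive means only one of those two conditions met; inactive means mean below 50% and too few replicates reaching it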;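 further: 0% = median of the neutral control wells and 100% = twice that signal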
HSF1 inhib – HSF1 inhibition | actives 0.77% (n = 300,000) | NIH3T3-HGL HSE-luciferase, MG132-induced, luminescence 8 h; hits give low values | AID 2098 | activity change, negative = inhibition, % at 7.5 µM (by protocol);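 active means more than half of replicate wells show activity change below -50%, luminescence cut by over half; inconclusive means some wells, but at most half, below -50%; inactive means no replicate well below -50%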;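 further: luciferase reports HSF-1 transcriptional activity via heat shock element; 0% = median of DMSO wells and -100% = zero luminescence signal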
HIF act – HIF pathway transcriptional activation; activation, % at 7.5 µM (by protocol); actives 0.32% (n = 300,000); U2OS HRE-luciferase reporter, luminescence; normalized: DMSO 0%, desferrioxamine 100%; AID 1910;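 active means mean activation of at least 10% of the iron chelator positive control signal, with at least half of replicates also reaching 10%; inconclusive means mean and replicate majority disagree about reaching 10%; inactive means mean and most replicates under 10%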
SKKanGAS inh – inhibitors of SKKanGAS S. pyogenes growth in kanamycin (SK-promoter or general growth effect) | BacTiter-Glo, 6 h | inhibition, % at 7.5 µM | actives 1.3% (n = 300,000);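 active means mean replicate score, as percent of positive control median, at least 50; inconclusive means mean below 50 but one replicate at or above 50; inactive means mean and every replicate below 50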;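 further: strain carries kanamycin resistance gene driven by streptokinase promoter and grows in 40 µg/ml kanamycin; loss of luminescence reflects streptokinase promoter inhibition or plain growth inhibition; 0% = median of DMSO wells and 100% = positive control at its reference dose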
HSP90 inh – blocks HSP90-mediated luciferase refolding in reticulocyte lysate. AID 1789. inhibition, % at 5.6 µM. actives 0.91% (n = 290,000). Rabbit reticulocyte lysate, luciferase refolding luminescence, 3 h;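 active means inhibition above the screen-wide mean plus 3 SD, computed separately per campaign, cut at about 16% in these data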;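 further: 0% = DMSO wells and 100% = 60 µM geldanamycin wells; inhibitors lower the luminescence because luciferase stays unfolded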
AI-2 QS modul – modulates the Vibrio harveyi AI-2 quorum sensing system. actives 0.4% (n = 300,000). Vibrio harveyi JMH597 AI-2 luminescence/OD600 ratio, 9 h; hits give low values; strain lacks LuxN and CqsS sensors; 0 = neutral-control median. activity change, % at 7.5 µM. AID 2094; in the data active means activity change below about -75%, passing the limit was not always enough; inconclusive means no clear call, values can overlap the other calls;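 further: luminescence divided by OD600 gain over 9 h not by final OD600 alone; inactives centre near 13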
IEC-6 cytotox – counter-screen for KLF5 inhibitors: cytotoxicity in IEC-6 cells; AID 1825; IEC-6 cytotoxicity, luminescence viability; inhibition, % at 5 µM; actives 0.78% (n = 290,000); in the data active means inhibition above about 22%;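 further: 0% = plate median of test compound wells and 100% = cytotoxic reference compound wells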
aSyn 5UTR inh – MLPCN primary screen, SNCA 5' untranslated region. alpha-synuclein 5'UTR reporter, inhibitor activity. inhibition, % (tested at 7.5 µM). actives 0.82% (n = 300,000). AID 1813; in the data active means inhibition above about 60%; inconclusive means no clear call, values can overlap the other calls;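 further: H4 neuroglioblastoma cells stably carrying SNCA 5'UTR luciferase fusion; 0% = DMSO wells and 100% = positive control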
Platelet DG rel – modulates dense granule release in human platelets; AID 1663; inhibition, %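 (compounds screened at 7.5 µM in platelet-rich plasma)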; human platelet-rich plasma, SFLLRN dense granule ATP release, luminescence; actives 0.22% (n = 300,000);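 active means mean replicate score, as percent of positive control, at or above 50; inconclusive means mean below 50 but at least one replicate at or above 50; inactive means mean and every replicate below 50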
KLF5 inhibitor – suppresses KLF5 promoter-driven expression; inhibition, % at 5 µM; DLD-1 KLF5 promoter-luciferase reporter, luminescence; actives 0.23% (n = 290,000); AID 1700;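 active means inhibition above a per-plate limit of that plate's mean compound inhibition plus 3 SD, cut at about 60% in these data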;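 further: 0% = DMSO wells and 100% = LY294002 at 200 µM; higher means less KLF5 promoter-driven luciferase light; inactives centre near -14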
Active calls of the source: *; ? = inconclusive; . = no result given.

SMILES	HSF1 activator	HSF1 inhib	HIF act	SKKanGAS inh	HSP90 inh	AI-2 QS modul	IEC-6 cytotox	aSyn 5UTR inh	Platelet DG rel	KLF5 inhibitor
COc1cccc(-c2nn(-c3ccccc3)cc2C(=O)NCC(=O)O)c1	-9.0	-3.9	-0.5	-5.9	-2.2	10.8	-0.1	-9.2	-5.1	-11.1
O=C(CN1CCN(S(=O)(=O)c2ccccc2C(F)(F)F)CC1)NCc1cccs1	-4.2	1.3	0.6	-7.8	.	18.6	.	17.0	0.3	.
Cc1ccc(NC(=S)N(CCN(C)C)C(C)c2ccco2)c(C)c1 (configuration not stated)	-10.5	-3.5	-0.1	9.3	-1.1	4.9	2.0	-10.1	-5.2	-33.1
O=C(CN1CCN(Cc2ccccc2)CC1)Nc1cccc(Cl)c1	1.7	-1.8	-3.1	-3.4	0.0	-1.5	2.9	3.1	-2.8	-62.5
Cc1ccc(-c2nn(-c3ccccc3)c3[nH]c(=O)c(CNCc4ccccc4)cc23)cc1	2.0	8.0	-0.4	32.9	1.8	12.0	8.7	13.6	-6.6	2.2
Cc1cc(C)n2nc(SCc3cc(=O)oc4ccc5ccccc5c34)nc2n1	9.6	0.5	-0.4	0.7	-0.1	21.7	-5.5	-4.7	-8.5	-3.4
Cc1c(Cl)cccc1NC(=O)c1cc(-c2ccccc2O)n[nH]1	86.7*	68.6	2.1	-3.4	2.8	-69.7	-2.5	-206.2	2.7	-97.8
Cc1cc(C)cc(-n2ncc3c2CCCC3NC(=O)CCN2Cc3ccccc3C2=O)c1 (configuration not stated)	16.2	2.0	-0.2	-1.7	-5.0	0.5	-2.7	24.6	6.6	-10.8
Cc1ccc(S(=O)(=O)ON2C(=O)c3cccc4cccc(c34)C2=O)cc1	14.2	5.0	0.0	-6.5	-6.2	23.3	1.6	-9.8	4.1	-27.5
COc1ccc(N2CN=C3SCC(=O)N3C2)cc1	-26.8	-4.3	0.5	-0.8	-0.8	7.5	0.9	-26.4	2.5	-10.8
O=C(O)Cn1cc2c(n1)CCCCC2	1.7	-4.8	-0.1	0.7	-1.2	26.5	0.8	13.4	3.2	25.1
OCC1OC(n2nc3ccccc3n2)C(O)C(O)C1O (configuration not stated)	-5.7	-4.7	.	-5.4	-2.2	17.2	-11.5	27.2	5.3	-11.7
Cc1ccc(NS(=O)(=O)c2cccc(C(=O)NNC(=O)NC3CCCCC3)c2)c(C)c1	9.0	6.3	-0.5	-1.3	1.5	10.3	-0.3	7.9	3.7	7.9
CC1CCCCN1C(=O)C1CC(c2ccc(F)cc2)=NO1 (configuration not stated)	27.4	8.4	2.6	-1.4	2.4	13.8	2.2	-88.7	-9.6	-91.6
COC(=O)NC(Nc1sc2c(c1C(N)=O)CCCC2)(C(=O)OC)C(F)(F)F (configuration not stated)	-4.5	-3.7	0.0	-1.0	-3.1	22.2	3.2	-4.4	3.4	-14.3
Cc1cc(C(=O)Nc2ccc(OCc3ccccc3)cc2)c(C)o1	25.0	32.1	2.3	9.3	-5.2	-38.1	2.4	-134.0	12.3	-77.9
Cc1nc(-c2ccc(C(=O)N3CCOCC3)cc2)cs1	6.3	-5.9	0.3	-1.3	-1.9	11.6	-3.3	-16.6	18.6	-14.2
COC(CN(C(=O)CCl)C(C(=O)NC1CCCC(C)C1C)c1ccc(C)cc1)OC (configuration not stated)	-4.3	2.8	2.5	1.6	0.9	20.7	2.7	-9.6	0.4	-6.2
CCOC(=O)c1sc(=NC(=O)c2ccco2)n(C)c1C	.	.	.	.	-2.0	16.7	3.2	.	.	6.3
Cc1nc(N2CCN(C)CC2)c2c3c(sc2n1)CCCC3	-18.0	-11.5	-0.4	5.1	4.8	0.6	1.8	7.0	3.4	-14.3
C/C(=N/NS(=O)(=O)c1ccc(Cl)cc1)c1cccc(NC(=O)c2ccncc2)c1	-15.6	-16.9	-0.3	24.6	3.3	10.2	13.3	1.0	-21.2	0.5
CC(=O)c1c(C)nc2ccc([N+](=O)[O-])cc2c1-c1ccccc1	-7.1	-3.5	-8.6	0.7	-4.3	80.2	12.9	20.9	6.5	-22.0
Cc1ccc(CNC(=O)CSc2ccc(-c3cccs3)nn2)cc1	1.3	10.2	-0.3	-5.3	-0.4	24.2	-2.1	14.6	-11.1	1.3
O=C(c1ccccc1)N1CCN(CC#CC2(O)CCCCC2)CC1	-3.6	-2.5	0.2	-5.8	-2.7	27.1	-2.1	22.8	-0.4	-17.2
Cc1cccc(C(=O)NNC(=O)c2cc3cc4ccccc4nc3s2)c1	.	.	.	-5.9	0.7	13.0	5.8	.	.	-40.1
CCOC(=O)Cn1cc(/C=C(\C#N)C(=O)N2CCOCC2)c2ccccc21	-25.4	-0.9	1.0	-2.8	-3.3	4.6	-0.9	-41.3	-10.7	-26.9
O=C(Nc1nc(N2C(=O)c3ccccc3C2=O)n(-c2ccccc2)n1)c1ccc(F)cc1	-13.3	-7.8	-14.3	-2.9	-3.2	33.0	-5.3	6.3	-0.9	-0.3
Cn1c(SCc2ccccn2)nnc1-c1ccccc1	10.9	-4.1	2.2	-1.5	0.1	26.4	-4.1	-17.0	-32.7	-53.8
COc1ccc(C(=O)c2ccc(N3CCN(C(=O)c4ccc(F)cc4)CC3)c(F)c2)cc1Br	20.1	-0.2	-0.1	20.9	2.5	16.0	3.1	21.9	1.2	10.3
O=C(NCc1ccccc1Cl)c1ccc2c(=O)n(CCCN3CCCC3=O)c(=S)[nH]c2c1	18.8	-4.2	0.5	5.2	-0.8	18.0	-5.7	-0.2	1.4	11.9
O=C(O)CCc1ccc(-c2ccc(F)cc2)n1CC(=O)O	-9.4	4.3	0.0	-3.8	3.1	10.3	2.8	2.0	-3.0	-2.9
CC(/C=C/c1ccco1)=N/NC(=O)Cc1cccs1	43.0	19.9	-0.7	-3.2	-2.4	17.7	-0.5	9.5	-7.2	-40.2
Cc1noc(C)c1COc1cccc(C(=O)NCCc2c[nH]c3ccccc23)c1	12.0	6.0	0.8	-3.4	-4.3	27.6	19.8	-8.6	-1.0	-10.1
O=c1[nH]c2cc3c(cc2cc1CN(Cc1nnnn1CC1CCCO1)C1CCCC1)OCO3 (configuration not stated)	-3.1	-4.1	0.0	4.4	-1.1	45.3	-3.2	3.2	-0.5	4.2
O=C(CSc1ccc2nnc(-c3cccnc3)n2n1)Nc1ccc(F)cc1	-2.6	1.0	0.1	2.7	-1.7	17.1	-1.7	3.6	-16.0	-20.3
O=C(C1CCCO1)N1CCN(C(=S)Nc2ccccc2Cl)CC1 (configuration not stated)	-0.4	-7.2	0.1	-5.5	-0.3	9.8	-3.6	6.8	-10.7	-9.5
Oc1ccccc1C=NCCN=Cc1ccccc1O	-6.4	-0.1	0.1	0.4	1.6	2.3	4.1	17.6	1.3	4.1
Cc1ccc(C(NC(=O)C(C)C)c2cc([N+](=O)[O-])c3cccnc3c2O)cc1 (configuration not stated)	27.5	15.3	1.0	89.2*	5.2	34.5	-2.1	-29.5	17.0	-24.4
O=[N+]([O-])c1ccc2c(c1Nc1ccccc1)=NC1(CCCCC1)N=2	-26.6	-4.8	0.4	5.0	-0.5	9.8	-6.7	-10.5	6.8	6.2
Nc1ccc(C(=O)NC23CC4CC(CC(C4)C2)C3)cc1	3.0	3.8	0.4	3.7	0.6	24.2	3.7	1.4	3.3	-39.6
CC(=O)c1ccc(S(=O)(=O)NCc2ccc(C(=O)N(C)CC(=O)Nc3cccc(F)c3)cc2)cc1	6.0	1.5	-2.3	-6.3	-0.8	22.7	-3.7	-4.1	-3.8	-11.3
Cc1c(C(=O)O)oc2c3c(ccc12)OCCO3	33.3	7.0	-0.4	-13.6	-2.7	9.8	-1.7	11.5	-5.9	-23.7
N/C(=N\OC(=O)c1cc(Cl)ccc1Cl)c1cccnc1	32.2	13.9	5.5	5.7	6.3	12.6	-1.4	-130.7	-0.9	19.1
COc1ccc2c(c1)c1nnc(SC)nc1n2C	-26.2	-2.3	1.7	8.3	-1.8	15.8	2.9	-68.2	0.6	5.4
CCOC(=O)c1ccc2nc(NC(=O)c3cccs3)sc2c1	40.0	20.6	2.4	24.7	1.0	1.9	-4.8	-105.1	?	-129.2
C=CCC(NCCCO)c1cccc(OC)c1OC (configuration not stated)	-13.0	-3.2	-0.6	1.1	-1.4	11.2	0.2	18.3	-10.6	-18.8
COc1ccc(S(=O)(=O)N(CC(=O)Nc2ccc(S(=O)(=O)N3CCOCC3)cc2)Cc2ccc(F)cc2)cc1	-5.4	1.8	-0.5	8.1	3.0	12.9	-8.3	14.4	-4.2	-14.6
COc1ccc(-n2ccsc2=S)cc1	-6.8	-4.6	0.1	-8.1	4.3	30.8	4.4	-18.6	-2.6	8.8
CCn1c(SCC(=O)N2CCc3ccccc32)nnc1-c1ccco1	11.7	6.5	1.0	0.6	0.1	9.5	-6.1	-7.5	-1.7	-4.0
O=C(Nc1nnc(-c2ccccc2F)s1)C1CCCO1 (configuration not stated)	47.9	18.0	3.5	1.3	2.1	6.6	-4.3	-181.1	-9.3	-111.2
COc1ccc(OCCCCOc2ccccc2Cl)cc1	.	.	0.8	43.2	0.3	7.9	-3.7	-25.5	6.2	-0.6
CCCCNC(=O)N(O)C1N(/N=C/c2ccccc2O)C(=S)SC1(C)C (configuration not stated)	23.6	9.8	-0.1	4.4	1.9	5.6	-2.9	-18.8	6.1	-12.5
CNC(=O)COc1ccc2oc3c(c2c1)CCCC3	19.0	1.3	-0.3	-2.2	0.4	37.1	4.0	-26.0	2.6	-13.8
CCn1c(=O)cc(SCC(=O)NCCCN2CCN(c3ccc(F)cc3)CC2)c2ccccc21	27.3	15.5	-0.1	-6.1	-1.8	18.2	14.8	-4.6	-14.1	-15.7
O=C(Nc1nccs1)Oc1ccccc1	1.1	4.5	0.3	-9.7	1.5	4.9	3.4	-12.6	-2.3	-18.1
COc1ccc(CCN2CC(C(=O)NC3CCCCC3)CC2=O)cc1OC (configuration not stated)	-0.3	-0.5	-0.2	-1.4	2.8	32.7	-1.1	-32.6	-4.4	-28.5
CCn1c(N)nc2c1c(=O)n(C)c(=O)n2C	10.6	0.6	0.0	-3.9	-0.7	14.7	0.8	9.1	-16.7	-28.7
O=C(c1cnccn1)N(Cc1cccs1)C1(C(=O)NC2CCCCC2)CCCCC1	1.5	-0.3	-0.3	2.3	-1.0	6.8	-2.2	-4.6	-4.0	-12.5
Cc1nn(C)cc1C(C(=O)NC1CCCCC1)N(C(=O)Cc1cccs1)c1ccc(Cl)cc1 (configuration not stated)	-7.7	5.5	-0.1	2.2	0.5	-6.2	4.2	-22.8	0.3	-29.6

Assay outcomes (PubChem)
